Screening results (PubChem)
CDK5 p35 inh = CDK5/p35 (human) kinase inhibition. AID 488839. actives 0.01% (n = 330,000). inhibition, % at 10 µM. Recombinant CDK5/p35, ADP-Glo luminescence, 60 min. Q00535+Q15078;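 active means highest replicate inhibition of at least 50% and at least 75% of replicates reaching 50%; inconclusive means only one of the two criteria met; inactive means both criteria failed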;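 further: plate controls were DMSO neutral control for no effect and GW8510 at 10 µM for full effect; many of its hits are not listed in these tables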
cardiac RTF act = cardiac RTF calcium sensitization | P19429+P45379 | IANBD-labeled TnC RTF fluorescence at EC20 calcium; 0% EC20 calcium, 100% full calcium | activation, % at 7.2 µM | actives 0.24% (n = 340,000) | AID 493008;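 active means activation above the mean over all tested compounds plus 3 SD, cut at about 30% in these data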;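 further: rise in fluorescence read as greater calcium sensitivity of cardiac thin filaments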
HTR5A ag = HTR5A agonism, opioid heterodimer counter-screen. actives 0.61% (n = 340,000). AID 504692. HTR5A agonist assay, luminescence, cell-based. activation, % at 9.3 µM. P47898; in the data active means activation mostly above about 9.5%, no sharp cut-off; inactive means mostly below about 7.6%;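 further: 0% = cells with vehicle only and 100% = reference agonist; strong numbers were not always called active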
Target sequence (P47898 whole entry, looked up): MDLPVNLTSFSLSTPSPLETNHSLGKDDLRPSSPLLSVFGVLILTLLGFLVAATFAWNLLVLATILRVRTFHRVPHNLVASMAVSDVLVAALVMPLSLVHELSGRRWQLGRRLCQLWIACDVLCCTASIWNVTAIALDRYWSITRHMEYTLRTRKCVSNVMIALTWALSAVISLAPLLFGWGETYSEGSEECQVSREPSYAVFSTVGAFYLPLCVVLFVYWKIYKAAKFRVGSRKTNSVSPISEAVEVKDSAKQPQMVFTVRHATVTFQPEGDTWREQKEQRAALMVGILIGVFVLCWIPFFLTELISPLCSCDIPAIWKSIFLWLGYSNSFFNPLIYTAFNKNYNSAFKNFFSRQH
SR-BI HDL uptake = blocks mouse SR-BI lipid uptake from DiI-HDL; Q61009; ldlA[mSR-BI] CHO cells, DiI-HDL uptake fluorescence, 3 h; inhibition, % at 12.5 µM; actives 0.96% (n = 320,000); AID 488896;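 active means mean replicate inhibition of at least 70% and a set share of replicates each scoring 70 or more; inconclusive means meets just one of the two criteria; inactive means fails both criteria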;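 further: 0% = median of neutral control wells and 100% = median of positive control wells; values of inactives mirror those of a sister screen read the other way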
Target sequence (Q61009 whole entry, looked up): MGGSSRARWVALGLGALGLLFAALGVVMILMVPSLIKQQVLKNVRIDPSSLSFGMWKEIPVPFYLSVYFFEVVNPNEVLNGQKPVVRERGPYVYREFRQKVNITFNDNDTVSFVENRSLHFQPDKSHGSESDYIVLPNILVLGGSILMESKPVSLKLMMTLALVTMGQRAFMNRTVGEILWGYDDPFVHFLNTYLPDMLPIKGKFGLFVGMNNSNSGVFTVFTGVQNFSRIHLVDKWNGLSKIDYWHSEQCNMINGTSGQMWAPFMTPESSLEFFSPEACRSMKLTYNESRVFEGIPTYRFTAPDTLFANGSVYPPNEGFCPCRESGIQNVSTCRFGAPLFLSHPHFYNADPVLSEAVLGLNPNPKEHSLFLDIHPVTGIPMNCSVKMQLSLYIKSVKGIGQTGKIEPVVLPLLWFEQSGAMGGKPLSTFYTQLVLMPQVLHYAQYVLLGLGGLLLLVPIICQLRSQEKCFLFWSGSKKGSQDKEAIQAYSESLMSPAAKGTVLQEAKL
SR-BI uptake up = enhances SR-BI lipid uptake from DiI-HDL; CHO ldlA[mSR-BI] cells, DiI-HDL uptake fluorescence, 3 h; 100 = double the neutral-control signal; activation, % at 12.5 µM; actives 0.096% (n = 320,000);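 active means mean replicate activation of at least 60% and every replicate at or above 60%; inconclusive means mean or all-replicate condition met, but not both; inactive means mean below 60% and not all replicates reaching 60%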;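 further: 0% = median plate neutral-control signal and 100% = twice that signal; values of inactives mirror those of a sister screen read the other way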
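System: CHO ldlA[mSR-BI] cells / Medium: HEPES-buffered (25 mM, pH 7.4) F12 plus 0.5% BSA / Probe or stimulus: labelled HDL, 10 µg/mL / Doses: single compound concentration, delivered by pin transfer / Schedule: 3 h, 37 °C / Measured by: DiI fluorescence, bottom read / Measure: cell-associated DiI fluorescence as measure of HDL uptake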
PvdQ acylase = P. aeruginosa PvdQ acylase inhibition | purified PvdQ acylase, fluorescence plate reader | inhibition, % at 10 µM | actives 0.063% (n = 340,000); in the data active means inhibition above about 30%, passing the limit was not always enough; inconclusive means no clear call, values can overlap the other calls;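 further: 0% = vehicle neutral wells and 100% = reference inhibitor wells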
Wnt act = activators of Wnt/beta-catenin signaling; Wnt/beta-catenin reporter cell assay, activator, plate reader; activation, % at 9.35 µM; actives 1.2% (n = 300,000); in the data active means activation above about 30%, passing the limit was not always enough; inconclusive means no clear call, values can overlap the other calls;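 further: 0% = neutral control wells and 100% = positive control wells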
Rtt109 HAT inh = blocks Candida albicans Rtt109/Vps75 acetyltransferase activity | Q5AAJ8 | purified Rtt109/Vps75, ThioGlo CoA-SH fluorescence, 4 h | inhibition, % at 34.9 µM | actives 0.16% (n = 330,000);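 active means inhibition of at least 50% in every replicate; inconclusive means best replicate reaches 50% inhibition but some replicates fall short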
MITF act = MITF TRPM1 promoter activation in melanoma cells | SK-MEL-5 TRPM1-promoter luciferase, 24 h; % of positive control, neutral wells = 0 | activation, % at 12.5 µM | actives 0.75% (n = 300,000);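 active means mean activation of at least 80% with every replicate also reaching 80%; inconclusive means mean reaches 80% but some replicate falls short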;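 further: 0% = neutral control wells and 100% = parthenolide positive control wells; values of inactives mirror those of a sister screen read the other way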
dFosB act = mouse delta FosB homodimer activation | purified delta FosB, TAMRA-CDK5 oligo fluorescence polarization; percent of positive-control signal above neutral wells | activation, % at 25 µM | actives 0.99% (n = 340,000) | AID 493131;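 active means mean activation above about 17%, with every replicate also reaching it, limit read from the data, passing the limit was not always enough; inconclusive means only one of the two conditions met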;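 further: fluorescence polarization rise as delta FosB binds a TAMRA Cdk5 AP-1 oligo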
Numbers without * were called inactive; u = inconclusive; x = no result given. Compounds as they come; 4.4% or so of the library scored in one or more.

Preview:
SMILES	CDK5 p35 inh	cardiac RTF act	HTR5A ag	SR-BI HDL uptake	SR-BI uptake up	PvdQ acylase	Wnt act	Rtt109 HAT inh	MITF act	dFosB act
Cc1cc(OCc2cc(C(=O)NC3CCC3)no2)cc(C)c1Cl	-0.4	-3	5	3	-3	1	x	0	18	3
COCCNC(=O)/C(C#N)=C/c1cn(CC(=O)NCc2ccco2)c2ccccc12	0.8	-1	5	13	-13	-7	-4	-3	-6	1

Results, repeating the preview:
SMILES	CDK5 p35 inh	cardiac RTF act	HTR5A ag	SR-BI HDL uptake	SR-BI uptake up	PvdQ acylase	Wnt act	Rtt109 HAT inh	MITF act	dFosB act
Cc1cc(OCc2cc(C(=O)NC3CCC3)no2)cc(C)c1Cl	-0.4	-3	5	3	-3	1	x	0	18	3
COCCNC(=O)/C(C#N)=C/c1cn(CC(=O)NCc2ccco2)c2ccccc12	0.8	-1	5	13	-13	-7	-4	-3	-6	1
COc1ccc(CCNC(=O)CCNC(=O)c2ccccc2Cl)cc1	1.3	-2	2	x	x	1	1	x	-6	-6
CC(OC(=O)/C=C/c1cccc(F)c1)C(=O)NC1CCCCC1C (stereo unspecified)	-0.3	6	1	-5	5	-19	2	-6	-14	-5
S=C(N=Nc1ccccc1)NNc1ccccc1	0.3	-1	3	34	-34	-5	44*	7	32	5
COCCNC(=O)[C@H](CSCc1ccccc1)N1Cc2ccccc2C1=O	0.1	5	1	-9	9	-3	4	3	2	-11
O=C(OCCCC(=O)N1CCOCC1)c1ccccc1	0.7	4	-4	-5	5	-14	0	3	9	3
CCOC(=O)C1(CCc2ccccc2)CCN(Cc2cnc(N(C)C)s2)CC1	0.6	-1	6	11	-11	-3	-2	10	-2	-5
Cn1cnnc1Sc1ccc(C(=O)NCCC(c2ccccc2)c2ccccc2)cc1[N+](=O)[O-]	1.2	-4	-1	40	-40	-14	-2	5	-19	-14
CCN(CC)P(=O)(Nc1ccccc1Br)c1ccc(N(C)C)cc1NC(=O)c1ccco1 (stereo unspecified)	0.4	-4	-2	u	-74	3	0	5	-23	-10
CCS(=O)(=O)c1ccc(O)c(NC(=O)NC2CCCCC2)c1	2.2	4	3	-10	10	-8	5	-4	8	-1
Cc1cccc(-c2ccc3c(c2)C2CC3CCN2C)c1 (stereo unspecified)	0.6	2	-3	-24	24	-1	-1	1	12	1
COc1ccc(CNC(=O)CSc2ncnc3nc[nH]c23)cc1	-0.5	0	2	-27	27	-14	0	-4	10	-7
Brc1ccccc1C1Nc2cccc3cccc(c23)N1	0.1	2	-2	6	-6	3	-2	17	-3	-8
O=C(NC(=S)N1CCN(c2ccc(C(F)(F)F)cc2[N+](=O)[O-])CC1)c1cccs1	-1.8	-14	-2	-4	4	-13	-2	8	-4	-2
CCC(=O)N1CCc2cc(S(=O)(=O)N3CCN(c4ccccc4)CC3)ccc21	0.9	-3	0	2	-2	1	-2	26	0	4
CCOc1ccc2c(c1)nc(SCC(=O)c1ccc(Br)s1)n2C	2.7	-6	0	18	-18	-2	-4	2	-20	-9
CC[C@]12c3[nH]c4cc(-c5ccco5)ccc4c3CCN1C(=O)[C@@H](CC(=O)NCCCOC)C[C@@H]2C(=O)N1CCN(C(=O)c2ccco2)CC1	0.0	0	1	-10	10	-8	-2	11	2	-11
Cc1ccc(-c2nn(CC(=O)Nc3ccc4c(c3)nc3n4CCOC3)c(=O)c3ccccc23)cc1	-0.5	2	-2	-5	5	-13	-1	5	x	4
O=C(CSc1n[nH]c(-c2ccc(S(=O)(=O)NC3CCCCC3)cc2)n1)N1CCCC1	0.5	3	5	4	-4	-14	x	-15	-3	-14
O=C(NCc1ccc2c(c1)OCO2)C1CC(c2ccc(Cl)cc2)=NO1 (stereo unspecified)	-2.8	-6	1	-6	6	-8	x	-4	x	5
Cc1ccc(NC(=S)N(CCN(C)C)C(C)c2ccco2)cc1Cl (stereo unspecified)	-1.4	-1	1	x	x	-8	18	-1	4	-8
Cc1nn(CC(=O)NCCCN2C(C)CCCC2C)c(=O)c2cc3occc3n12 (stereo unspecified)	1.3	4	5	25	-25	-11	2	2	7	3
O=C(O)c1cc(-c2ccccc2)c(N2CCOCC2)s1	-3.8	15	1	16	-16	-14	x	-11	x	7
CN(C)c1ccc(N2CC(C)(C)C2=O)cc1	-2.9	0	-1	-15	15	-6	-4	3	4	-2
CCn1c(=O)n(CCOC)c(=O)c2c3c(sc21)CCCC3	-2.2	-1	0	26	-26	-10	x	-2	3	-2
Cc1cc(C(=O)N2CCN(c3ncccc3C#N)CC2)no1	0.0	-4	-4	3	-3	-14	2	-13	x	-5
CCCCc1ccc(NC(=O)C(=O)NCCN2CCN(Cc3ccc([N+](=O)[O-])cc3)CC2)cc1	1.9	1	5	22	-22	-12	-2	3	-16	-4
Cc1nn(-c2ccccc2)nc1CNS(C)(=O)=O	0.9	0	2	-15	15	-2	1	10	x	-3
O=C(NCC(O)c1ccc([N+](=O)[O-])cc1)C1=COCCO1 (stereo unspecified)	0.6	-5	2	-4	4	8	0	-13	9	0

Some of the entries so far, in markdown.
| Compound | CDK5 p35 inh | cardiac RTF act | HTR5A ag | SR-BI HDL uptake | SR-BI uptake up | PvdQ acylase | Wnt act | Rtt109 HAT inh | MITF act | dFosB act |
| --- | --- | --- | --- | --- | --- | --- | --- | --- | --- | --- |
| CN(C)c1ccc(N2CC(C)(C)C2=O)cc1 | -2.9 | 0 | -1 | -15 | 15 | -6 | -4 | 3 | 4 | -2 |
| CCn1c(=O)n(CCOC)c(=O)c2c3c(sc21)CCCC3 | -2.2 | -1 | 0 | 26 | -26 | -10 | x | -2 | 3 | -2 |

Further results
SMILES	CDK5 p35 inh	cardiac RTF act	HTR5A ag	SR-BI HDL uptake	SR-BI uptake up	PvdQ acylase	Wnt act	Rtt109 HAT inh	MITF act	dFosB act
O=C(NCC(=O)N(c1cccc(F)c1)C(C(=O)NCC1CCCO1)c1ccccc1)c1ccco1 (stereo unspecified)	-1.3	5	3	-26	26	-12	3	6	2	1
O=C(O)CSc1nc2ccc(Cl)cc2[nH]1	0.3	-5	2	-10	10	1	x	4	-5	-4
N#CCCN(C(=O)COC(=O)CCNS(=O)(=O)c1ccccc1)c1ccccc1	-0.2	-2	5	-22	22	0	-1	3	-1	-2
Cc1ccc(SCCOCCN2CCOCC2)cc1	1.0	6	-2	-1	1	-4	0	-7	19	-4
Cc1ccc(-n2nc3ccc(NC(=O)c4ccco4)cc3n2)cc1	0.0	1	2	52	-52	-3	x	-11	37	9
O=C(CSc1ccc2nnc(-c3ccccn3)n2n1)Nc1ccc2c(c1)OCO2	-1.2	-4	-2	-13	13	-8	-2	-2	-4	-8
CCC(C)NS(=O)(=O)c1ccc(NC(=O)C(Sc2ccccc2)c2ccccc2)cc1 (stereo unspecified)	2.5	-7	-1	-32	32	-4	-3	9	-5	-6
OC(COc1ccccc1)CN1CCN(Cc2ccc3c(c2)OCO3)CC1 (stereo unspecified)	0.5	4	-3	-5	5	-8	0	9	-9	12
O=C(c1ccccc1)N1CCN(c2ncccn2)CC1	-1.9	6	4	7	-7	-4	3	-7	x	-8
CCS(=O)(=O)N1Cc2ccccc2CC1C(=O)Nc1ccc(F)c(F)c1 (stereo unspecified)	-0.2	-2	2	-11	11	-18	12	-1	46	-7
c1ccc(Cn2nnnc2C(c2cccs2)N2CCc3ccccc3C2)cc1 (stereo unspecified)	0.0	3	1	-20	20	-13	x	-2	-1	0
Cc1ccc(N2C(=O)CCC2(C(N)=O)c2ccccc2)cc1 (stereo unspecified)	0.5	1	-3	x	x	-11	0	-5	-9	-5
Cc1oc(-c2ccccc2F)nc1CS(=O)(=O)CC(=O)N1CCOCC1	-0.2	0	1	-21	21	8	0	7	x	-12
CCc1sc(/C=C(/C#N)C(N)=S)cc1[N+](=O)[O-]	2.1	2	-3	39	-39	-7	-2	u	-12	-14
COCCNC(=O)C(c1ccc(C)o1)N(CC1CCCO1)C(=O)Cn1nnc2ccccc21 (stereo unspecified)	0.5	3	0	-12	12	-17	-2	-43	2	1
CCCC(NC(=O)CCc1c(C)c2cc3c4c(oc3c(C)c2oc1=O)CCCC4)C(=O)O (stereo unspecified)	1.1	-7	1	-8	8	5	1	16	0	6
Cn1cnnc1SCC(=O)NN1C(=O)NC(C)(c2ccccc2)C1=O (stereo unspecified)	-1.9	2	1	x	x	-7	8	-2	-1	4
CCCn1nnc(NC(=O)c2ccccc2Br)n1	-2.0	8	-1	-21	21	-15	2	6	25	-4
CN(C)/C=C/C(=O)c1ccc2noc(-c3ccccc3)c2c1	2.3	-6	8	3	-3	-15	1	7	0	-5
COc1ccccc1NC(=O)CN1C(=O)COc2ccc(S(=O)(=O)N3CCC(C)CC3)cc21	x	-1	2	-9	9	-15	0	20	10	-19

An excerpt from above in order of the dFosB act value, smallest number first.
structure	dFosB act
COc1ccccc1NC(=O)CN1C(=O)COc2ccc(S(=O)(=O)N3CCC(C)CC3)cc21	-19
CCc1sc(/C=C(/C#N)C(N)=S)cc1[N+](=O)[O-]	-14
Cc1ccc(N2C(=O)CCC2(C(N)=O)c2ccccc2)cc1 (stereo unspecified)	-5
CCCn1nnc(NC(=O)c2ccccc2Br)n1	-4
Cn1cnnc1SCC(=O)NN1C(=O)NC(C)(c2ccccc2)C1=O (stereo unspecified)	4

Next part:
SMILES	CDK5 p35 inh	cardiac RTF act	HTR5A ag	SR-BI HDL uptake	SR-BI uptake up	PvdQ acylase	Wnt act	Rtt109 HAT inh	MITF act	dFosB act
COc1ccc(NC(=O)CCCOc2ccc(Cl)c(C)c2)cc1S(=O)(=O)N1CCOCC1	3.8	8	5	13	-13	-8	-3	-6	-16	-19
Cc1ccc(-n2nnnc2-c2ccccc2)cc1	-0.2	-7	-3	8	-8	-3	0	-4	-12	-2
CSc1oc(-c2ccccc2)nc1S(=O)(=O)c1ccc(C)cc1	3.1	1	7	15	-15	-18	1	0	x	-3
COC(=O)[C@@]1(Cc2ccccc2)[C@H]2C(=O)N(Cc3ccccc3)C(=O)[C@H]2[C@H]2CN=C(SC)N21	-1.6	4	1	6	-6	-16	0	-3	5	3
